Source: PubChem (several laboratories)
MrgX1 PAM: positive allosteric modulators of MrgX1, primary screen, HEK293 cells, Fluo-4 calcium flux; Mas-related G-protein coupled receptor member X1 (Homo sapiens), Q96LB2; B-score at 10 µM; 310,000 compounds, 0.63% hits; AID 588675, 2011; FDSS; stronger effect = higher value;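 active = plate-corrected calcium response at least 3 library SD above typical, normal starting fluorescence, not activating the receptor alone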;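 also: compound read alongside a low EC10 to EC30 dose of BAM8-22 agonist; peak minus trough fluorescence over baseline measured at the second addition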
MrgX1 agonist: agonists of human MrgX1 receptor, primary screen, HEK293 cells, Fluo-4 calcium flux; Mas-related G-protein coupled receptor member X1 (Homo sapiens), Q96LB2; B-score at 10 µM; Fluo-4 calcium fluorescence, agonist mode; stronger effect = higher value; 310,000 compounds, 0.44% hits; AID 588627, 2011;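 active = calcium response B-score plate-corrected fluorescence ratio at least 3 library SD, with starting fluorescence B-score inside 5 SD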
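Material: MrgX1-expressing HEK293 cells / Dosing: compound as first of three additions / Incubation: overnight seeding, then 1 h dark dye loading / Signal: Fluo-4 NW calcium fluorescence / Evaluation: B-scored fluorescence response ratio / Benchmarks: positive and negative control wells on each plate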
RGS4 act: RGS4 potentiators or activators, primary screen, cell-based, HEK293 M3R inducible RGS4, calcium flux; carbachol calcium flux Fluo4; stronger effect = lower value; B-score at 10 µM; 310,000 compounds, 0.92% hits; AID 463111, 2010;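 active = B-score of the integrated calcium signal more than 4 SD below the library mean, with starting fluorescence not abnormally high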;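 also: negative B-score means reduced calcium response which marks RGS4 activation or potentiation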
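Detection: kinetic calcium fluorescence imaging with Fluo4-AM dye, 2 µM / Material: HEK293 cells with stable M3R and inducible RGS4 / Schedule: recording 10 s baseline at 1 Hz, 100 s post-agonist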
TRPC6 act: mouse TRPC6 channel activators, primary screen, cell-based, HEK293, membrane potential dye; 310,000 compounds, 0.13% hits; HEK293-TRPC6 membrane potential dye fluorescence; stronger effect = higher value; Short transient receptor potential channel 6 (Mus musculus), Q61143; AID 2550, 2010; B-score at 10 µM;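 active = B-score of the integrated fluorescence ratio above library mean plus 3 SD, and starting fluorescence ratio within library mean plus 5 SD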;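 also: higher score means more depolarization so channel activation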
Target sequence (Q61143 whole entry, looked up): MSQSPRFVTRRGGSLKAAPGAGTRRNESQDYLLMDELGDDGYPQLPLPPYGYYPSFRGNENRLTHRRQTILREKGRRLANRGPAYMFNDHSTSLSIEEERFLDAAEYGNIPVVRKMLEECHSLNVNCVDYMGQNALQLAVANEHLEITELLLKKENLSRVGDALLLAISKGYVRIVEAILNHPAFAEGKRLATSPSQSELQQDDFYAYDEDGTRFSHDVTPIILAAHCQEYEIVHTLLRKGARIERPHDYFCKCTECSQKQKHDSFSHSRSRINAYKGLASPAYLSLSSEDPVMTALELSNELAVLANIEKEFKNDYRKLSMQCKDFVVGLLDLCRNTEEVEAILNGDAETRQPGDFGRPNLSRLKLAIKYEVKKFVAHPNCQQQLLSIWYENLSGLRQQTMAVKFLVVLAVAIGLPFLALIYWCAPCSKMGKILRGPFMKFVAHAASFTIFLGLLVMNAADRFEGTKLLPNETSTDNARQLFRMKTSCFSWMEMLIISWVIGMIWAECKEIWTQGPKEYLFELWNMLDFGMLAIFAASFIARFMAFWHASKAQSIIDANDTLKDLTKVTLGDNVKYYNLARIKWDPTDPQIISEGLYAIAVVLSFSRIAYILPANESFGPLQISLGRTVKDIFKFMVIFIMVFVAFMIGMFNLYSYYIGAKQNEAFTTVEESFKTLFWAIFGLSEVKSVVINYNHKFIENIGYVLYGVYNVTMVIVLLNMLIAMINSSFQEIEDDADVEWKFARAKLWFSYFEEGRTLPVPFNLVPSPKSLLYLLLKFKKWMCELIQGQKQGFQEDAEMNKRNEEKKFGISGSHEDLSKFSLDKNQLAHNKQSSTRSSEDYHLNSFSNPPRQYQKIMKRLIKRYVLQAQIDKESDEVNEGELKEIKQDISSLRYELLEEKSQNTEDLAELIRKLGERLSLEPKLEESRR
TRPC4 block: inhibitors of mouse TRPC4 channel, primary screen, Fluo4 calcium, HEK293 TRPC4beta/mu-opioid cells | Short transient receptor potential channel 4 (Mus musculus), Q9QUQ5 | DAMGO-evoked Fluo4 calcium flux; stronger effect = lower value | B-score at 10 µM | 300,000 compounds, 0.39% hits | AID 2247, 2010;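 active = B-score over 3 SD under the library average, no early fluorescence shift, positive overall ratio signal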
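test system = HEK293 cells with stable TRPC4beta plus mu-opioid receptor expression | detection = Fluo4 Ca2+ flux fluorescence | read-out = integrated fluorescence ratio relative to baseline, converted to per-well B score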
Platelet DG rel: inhibitors of platelet dense granule secretion, primary screen, cell-based, MLPCN, human platelets | AID 1663, 2009 | human platelet-rich plasma, SFLLRN dense granule ATP release, luminescence | inhibition, %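 (compounds screened at 7.5 µM in platelet-rich plasma)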 | 300,000 compounds, 0.22% hits;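 active = mean replicate score, as percent of positive control, at or above 50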
MrgX1 antagonist: antagonists of human MrgX1 receptor, primary screen, HEK293 cells, Fluo-4 calcium flux. B-score at 10 µM. Mas-related G-protein coupled receptor member X1 (Homo sapiens), Q96LB2. BAM8-22 antagonism; stronger effect = lower value. AID 588676, 2011. 310,000 compounds, 1.3% hits;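 active = calcium-response B-score plate-corrected more than 3 library SD below zero, starting fluorescence within 5 deviations, no agonist response on first addition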;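 also: peak minus trough fluorescence over baseline after final BAM8-22 challenge near maximal dose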
HIF act: HIF pathway transcriptional activators, primary screen, cell-based, U2OS HRE-luciferase, luminescence; U2OS HRE-luciferase reporter; normalized: DMSO 0%, desferrioxamine 100%; activation, % at 7.5 µM (by protocol); 300,000 compounds, 0.32% hits;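 active = mean activation of at least 10% of the iron chelator positive control signal, with at least half of replicates also reaching 10%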
SKKanGAS inh: S. pyogenes SKKanGAS growth inhibitors in kanamycin, primary screen, streptokinase expression inhibitor project, SKKanGAS strain, BacTiter-Glo luminescence. 6 h. AID 1662, 2009. inhibition, % at 7.5 µM. 300,000 compounds, 1.3% hits;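 active = mean replicate score, as percent of positive control median, at least 50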;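 also: strain carries kanamycin resistance gene driven by streptokinase promoter and grows in 40 µg/ml kanamycin; loss of luminescence reflects streptokinase promoter inhibition or plain growth inhibition; 0% = median of DMSO wells and 100% = positive control at its reference dose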
RGS4 block: RGS4 inhibitors, primary screen, cell-based, HEK293 M3R inducible RGS4, calcium flux | 310,000 compounds, 0.45% hits | Regulator of G-protein signaling 4 (Homo sapiens), P49798 | B-score at 10 µM | Fluo-4 calcium flux; stronger effect = higher value; triggered by carbachol at its EC20;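 active = B-score, a plate-corrected calcium signal, over three deviations above library mean, with baseline fluorescence within five deviations of library mean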;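 also: RGS4 expression induced by doxycycline in cells with stable M3 receptor; B-score is computed from the integrated fluorescence ratio over baseline after carbachol; higher B-score means a larger calcium signal and so more RGS4 inhibition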
Target sequence (P49798 whole entry, looked up): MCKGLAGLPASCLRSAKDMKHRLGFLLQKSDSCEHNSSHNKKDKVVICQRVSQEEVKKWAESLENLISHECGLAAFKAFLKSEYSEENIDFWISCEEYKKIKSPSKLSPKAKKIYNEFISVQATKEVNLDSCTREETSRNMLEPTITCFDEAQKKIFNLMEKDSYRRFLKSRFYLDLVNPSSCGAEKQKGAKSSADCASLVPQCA
TRPC6 inh: mouse TRPC6 channel inhibitors, primary screen, cell-based, HEK293, membrane potential dye. Short transient receptor potential channel 6 (Mus musculus), Q61143. ACh-evoked depolarization; stronger effect = lower value. B-score at 10 µM. 310,000 compounds, 1.1% hits;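 active = B-score under library mean minus 3 SD, initial fluorescence not abnormally high, positive integrated signal ratio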;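 also: B-score derived from integrated fluorescence ratio over the kinetic read; more negative B-score means stronger inhibition of depolarization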
* marks the source's active call; other numbers are inactive results; i = inactive; . = no result given.

entry | Structure | TRPC6 act | SKKanGAS inh | RGS4 block | MrgX1 antagonist | RGS4 act | TRPC4 block | MrgX1 agonist | Platelet DG rel | HIF act | MrgX1 PAM | TRPC6 inh
1 | Cn1c(=O)[nH]c(=O)c2c1nc(N/N=C/c1ccncc1)n2Cc1ccc(F)cc1 | i | -9 | i | i | i | i | i | -2 | -0.4 | i | i
2 | O=C(c1ccc2c(c1)N(Cc1ccccc1)C(=O)c1ccccc1S2)N1CCCC1 | i | -2 | i | i | i | i | i | -1 | 0.4 | i | i
3 | CC1CN(C(=O)Nc2ccccc2)c2ccccc2-[n+]2ccsc21 (centres undefined) | i | 0 | i | i | i | i | i | -14 | . | i | i
4 | CCC(=O)Nc1nnc(SCC(=O)Nc2ccc3c(c2)OCCO3)s1 | i | 2 | i | i | i | i | i | 10 | 0.2 | i | i
5 | Cc1cccc(N(C)S(=O)(=O)c2c(C)noc2C)c1 | i | 6 | i | i | i | i | i | -3 | 0.3 | i | i
6 | Cc1csc(SCc2nc3sc4c(c3c(=O)[nH]2)CCC4)n1 | i | 17 | i | . | i | i | . | -1 | 0.2 | . | i
7 | O=C(NCCc1ccc(Cl)cc1)C1CCN(C(=O)N2CCOc3ccccc32)CC1 | i | 6 | i | i | i | i | i | -3 | 0.3 | i | i
8 | O=C(c1ccccc1)N(Cc1cccnc1)C1(C(=O)Nc2ccccc2)CCCCC1 | i | 3 | i | i | i | i | i | -5 | -0.3 | i | i
9 | CCC1CCCCN1CCCNC(=O)c1cn(CC)c2ccc(S(=O)(=O)N(C)C3CCCCC3)cc2c1=O (centres undefined) | i | -4 | i | i | i | i | i | -26 | -0.5 | i | i
10 | CCCc1cc(=O)n2c(nc3ccccc32)[nH]1 | i | 4 | i | i | i | i | i | -2 | 1.7 | i | i
11 | O=C(CN1CCOCC1)NCCNS(=O)(=O)c1ccccc1 | i | -11 | i | i | i | i | i | -6 | -0.4 | i | i
12 | O=C(CN1CCN(c2ccc(F)cc2)CC1)Nc1cccc(C(F)(F)F)c1 | i | -7 | i | i | i | i | i | 5 | 0.7 | i | i
13 | O=C(Cc1ncc(C(F)(F)F)cc1Cl)NC1CC1 | i | -2 | i | i | i | i | i | 9 | -0.4 | i | i
14 | Cc1ccc2nc(SCC(=O)Nc3cccc(S(=O)(=O)N(C)C)c3)[nH]c2c1 | i | -2 | i | i | i | i | i | -7 | 0.2 | i | i
15 | Cc1nc2ccc(C(=O)O)cc2nc1C | i | -7 | i | i | i | i | i | -11 | -0.3 | i | i
16 | O=C(Nc1nnc(C2CCCCC2)s1)C1CC(=O)N(c2ccc(F)cc2)C1 (centres undefined) | i | 0 | i | i | i | i | i | 1 | -8.8 | i | i
17 | Cc1csc(NC(=O)CSc2ncnc3c2cnn3-c2ccccc2Cl)n1 | i | -15 | i | i | i | i | i | -9 | -0.2 | i | i
18 | Cc1ccccc1Nc1nc(CSc2nnnn2-c2ccccc2)cs1 | i | 22 | i | i | i | i | i | 7 | -0.4 | i | i
19 | CSCC[C@H](NC(=O)Cc1ccc(Cl)cc1)C(=O)N1CCC2(CC1)NCCc1[nH]cnc12 | i | -5 | i | i | i | i | i | 8 | -1.2 | i | i
20 | C/C=N/N(c1ccccc1)c1ccccc1 | i | 3 | i | . | i | i | . | 0 | -0.3 | . | i
21 | COc1ccc(NC(=O)c2ccc(NC(=O)CSc3nccc(=O)[nH]3)cc2)cc1 | i | -7 | i | i | i | i | i | 0 | 0.1 | i | i
22 | O=c1cc(CN2CCN(C/C=C/c3ccccc3)CC2)c2cc(O)c(-c3ccccc3)cc2o1 | i | -3 | i | i | i | i | i | -7 | -0.2 | i | i
23 | CC(=O)Nc1ccc(OC(=O)c2cc3cc(Br)ccc3oc2=O)cc1 | i | -3 | i | i | i | i | i | 4 | -0.3 | i | i
24 | COc1cc(NC(=O)CN(c2cc(C)cc(C)c2)S(=O)(=O)c2c(C)noc2C)cc(OC)c1 | i | 2 | i | i | i | i | i | -1 | . | i | i
25 | c1ccc(CNc2nc3ccccc3n2CCN2CCOCC2)nc1 | i | -11 | i | -4.7* | i | i | i | 7 | -0.2 | i | i
26 | CCCN(CC(=O)Nc1ccccc1C)C(=O)CC(NC(=O)c1ccccc1)c1ccccc1 (centres undefined) | i | 4 | i | i | i | i | i | -8 | 0.9 | i | i
27 | COc1ccc(NC(=S)NNc2ccc([N+](=O)[O-])cc2S(=O)(=O)Nc2ccc(C)cc2C)cc1 | i | 65* | i | i | i | i | i | -12 | 0.7 | i | -6.8*
28 | Cc1cc(C)c2[nH]c3nc(SCC(=O)O)nnc3c2c1 | i | -5 | i | i | i | i | i | -2 | 0.9 | i | i
29 | CCN(CC)CCCN(C(=O)c1ccco1)c1nc(-c2ccc(Cl)cc2)cs1 | i | -3 | i | i | i | i | i | -6 | 1.3 | i | -7.5*
30 | COc1ccc(-n2c(SCC(=O)N3CCCCC3)nc(O)cc2=O)cc1 | i | 8 | i | i | i | i | i | 7 | 0.1 | i | i
31 | O=C(c1ccc(Cl)c([N+](=O)[O-])c1)N1CCN(c2ccccc2)CC1 | i | 0 | i | i | i | i | i | 15 | 0.8 | i | i
32 | O=C(NC(=S)Nc1ccc(Cl)c(C(=O)O)c1)c1ccco1 | i | 4 | i | i | i | i | i | -8 | 0.2 | i | i
33 | CCOC(=O)c1sc(NC(=O)CCN2CCC(C)CC2)c(C(=O)OCC)c1C | i | -3 | i | i | i | i | i | 4 | -0.3 | i | i
34 | Cc1onc(-c2ccccc2Cl)c1C(=O)NCC1CCCO1 (centres undefined) | i | -4 | i | i | i | i | i | 7 | 0.2 | i | i
35 | C/C(=N\Nc1nc(N)cc(Cl)n1)c1ccc(F)cc1 | i | 18 | i | i | i | i | i | 3 | 2.3 | i | i
36 | O=C(NC1(C(F)(F)F)NC(=O)N(C2CCCCC2)C1=O)c1ccco1 (centres undefined) | i | 8 | i | i | i | i | i | -1 | -0.5 | i | i
37 | COC(=O)CSc1nnc(COc2ccc([N+](=O)[O-])cc2)n1C | i | -5 | i | i | i | i | i | -6 | 0.0 | i | i
38 | O=c1nc2n(c3ncccc13)CCC2 | i | 2 | i | i | i | i | i | 0 | -0.3 | i | i
39 | Cc1ccc(C2CC(c3cccs3)=NN2C(=O)CSC2=NN3CCCC(=O)N=C3S2)cc1 (centres undefined) | i | 12 | i | i | i | i | i | 0 | -0.5 | i | i
40 | CCOc1ccc(Oc2ccc(C(F)(F)F)cc2N)cc1 | i | -2 | i | i | i | i | i | 7 | 2.5 | i | i
41 | O=[N+]([O-])c1ccc2nc(-c3ccncc3)[nH]c2c1 | i | -1 | i | i | i | i | i | 9 | 2.2 | i | -6.4*
42 | COc1cccc(-c2cc(C(F)(F)F)c(C#N)c(=O)[nH]2)c1 | i | -31 | i | i | i | i | i | -2 | -0.2 | i | i
43 | Cc1cccc(NCc2ccc(O)c3ncccc23)c1C | i | 11 | i | i | i | i | i | 0 | 0.5 | i | i
44 | CCO[C@@H]1OC(C(=O)NCc2ccccc2)=C[C@H](c2csc3ccccc23)[C@H]1CCCO | i | 19 | i | i | i | i | i | 4 | -0.4 | i | i
45 | Cc1ccccc1OCc1nnc(SCCN2CCCC2)n1-c1ccccc1 | i | -4 | i | i | i | i | i | 11 | -1.0 | i | i
46 | CC(=NCCCn1ccnc1)C1=C(O)c2ccccc2C1=O | i | -1 | i | i | i | i | i | 5 | -0.8 | i | i
47 | COc1ccc(-c2nc(CCNC(=O)c3ccco3)cs2)cc1OC | i | -6 | i | i | i | i | i | 3 | 0.1 | i | i
48 | CC(NC(=O)/C(C#N)=C1\N=C(NC(=O)c2cccs2)c2ccccc21)c1ccccc1 (centres undefined) | i | 2 | i | i | i | i | i | 1 | -0.2 | i | i
49 | CN1CCCN(C2C3CC4CC(C3)CC2C4)CC1 (centres undefined) | i | 2 | i | i | i | i | i | -10 | 0.2 | i | i
50 | CCC(=O)NCc1c(Cl)cccc1-n1cccc1 | i | 5 | i | i | i | i | i | 0 | -0.1 | i | i
51 | COc1ccc(OC(=O)C2CC(=O)N(c3ccc(C)cc3)C2)cc1 (centres undefined) | i | -6 | i | i | i | i | i | -2 | -0.7 | i | i
52 | Fc1cccc(NC(=S)NNc2c3ccccc3nc3ccccc23)c1 | i | 42 | i | . | i | i | . | -3 | 0.1 | . | i
53 | CC(C)Nc1nc(NC(C)C)nc(Oc2ccc(/C=N/O)cc2)n1 | i | -4 | i | i | i | i | i | 2 | -0.7 | i | i
54 | C=CCOc1ccc(/C=C2\SC(=S)N(C(C(=O)O)c3ccccc3)C2=O)cc1 (centres undefined) | i | 48 | i | . | -9.3* | i | . | 2 | -0.1 | . | i
55 | S=c1[nH]nc(Cc2cccs2)n1-c1cccc2ccccc12 | i | -3 | i | i | i | i | i | 1 | -0.3 | i | i
56 | O=C(NCc1cccs1)C1CCN(c2nc3ccccc3o2)CC1 | i | -6 | i | i | i | i | i | 2 | -0.1 | i | i
57 | COC(=O)C1=C(C)Nc2ncnn2C1c1ccc(OCc2ccccc2)cc1 (centres undefined) | i | -4 | i | i | i | i | i | 2 | 0.0 | i | i
58 | COc1ccc(C2C(C(=O)Nc3ccccc3)=C(C)Nc3nc(CCCO)nn32)cc1 (centres undefined) | i | -3 | i | i | i | i | i | -2 | 0.1 | i | i
59 | COc1ccccc1CNc1ncccc1[N+](=O)[O-] | i | 9 | i | i | i | i | i | -5 | 1.1 | i | i
60 | O=C(O)c1nn(CC(=O)N2CCN(c3ncc(C(F)(F)F)cc3Cl)CC2)c(=O)c2ccccc12 | i | 2 | i | i | i | i | i | -1 | -0.2 | i | i
61 | O=C(NCc1ccco1)c1cccc(NS(=O)(=O)c2cccc(F)c2)c1 | i | 1 | i | i | i | i | i | -3 | 0.1 | i | i
62 | Nc1ccc(OCCc2ccccc2)cc1 | i | 4 | i | i | i | i | i | -6 | 0.5 | i | i
